# RGS4 act: RGS4 potentiation or activation; HEK293 M3R/inducible RGS4, carbachol calcium flux Fluo4; hits give low values; B-score at 10 µM; 0.92% of 310,000 active;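 active = B-score of the integrated calcium signal more than 4 SD below the library mean, with starting fluorescence not abnormally high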;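 also: negative B-score means reduced calcium response which marks RGS4 activation or potentiation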
#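 Detection: kinetic calcium fluorescence imaging with Fluo4-AM dye, 2 µM / Material: HEK293 cells with stable M3R and inducible RGS4 / Schedule: recording 10 s baseline at 1 Hz, 100 s post-agonist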
# RGS4 inh: inhibitors of human RGS4; P49798; HEK293 M3R/RGS4 inducible, Fluo-4 calcium flux; hits give high values; triggered by carbachol at its EC20; B-score at 10 µM; 0.45% of 310,000 active;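 active = B-score, a plate-corrected calcium signal, over three deviations above library mean, with baseline fluorescence within five deviations of library mean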;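 also: RGS4 expression induced by doxycycline in cells with stable M3 receptor; B-score is computed from the integrated fluorescence ratio over baseline after carbachol; higher B-score means a larger calcium signal and so more RGS4 inhibition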
# Target sequence (P49798 whole entry, looked up): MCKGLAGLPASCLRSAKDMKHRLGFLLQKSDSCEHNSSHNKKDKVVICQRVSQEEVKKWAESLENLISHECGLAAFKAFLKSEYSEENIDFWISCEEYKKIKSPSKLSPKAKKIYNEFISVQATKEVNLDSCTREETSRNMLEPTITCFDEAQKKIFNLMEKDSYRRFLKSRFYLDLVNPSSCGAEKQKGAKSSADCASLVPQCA
# TRPC6 inhibitor: mouse TRPC6 channel inhibition; Q61143; 1.1% of 310,000 active; HEK293-TRPC6, membrane potential dye, ACh-evoked depolarization; hits give low values; B-score at 10 µM; AID 2553;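 active = B-score under library mean minus 3 SD, initial fluorescence not abnormally high, positive integrated signal ratio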;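 also: B-score derived from integrated fluorescence ratio over the kinetic read; more negative B-score means stronger inhibition of depolarization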
# MrgX1 antag: blocks BAM8-22 activation of human MrgX1 receptor | MRGX1-HEK293 calcium flux, Fluo-4, BAM8-22 antagonism; hits give low values | AID 588676 | B-score at 10 µM | 1.3% of 310,000 active;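 active = calcium-response B-score plate-corrected more than 3 library SD below zero, starting fluorescence within 5 deviations, no agonist response on first addition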;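 also: peak minus trough fluorescence over baseline after final BAM8-22 challenge near maximal dose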
# Target sequence (Q96LB2 whole entry, looked up): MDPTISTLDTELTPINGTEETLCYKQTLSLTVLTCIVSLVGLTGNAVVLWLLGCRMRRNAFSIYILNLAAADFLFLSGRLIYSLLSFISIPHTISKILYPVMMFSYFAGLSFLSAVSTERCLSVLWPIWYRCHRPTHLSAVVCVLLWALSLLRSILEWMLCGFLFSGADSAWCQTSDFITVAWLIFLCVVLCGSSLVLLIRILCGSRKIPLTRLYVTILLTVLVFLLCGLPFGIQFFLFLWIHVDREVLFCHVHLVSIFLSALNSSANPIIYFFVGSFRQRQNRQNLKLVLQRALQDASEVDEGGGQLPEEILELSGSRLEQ
# ANO1 block: blocks the mouse calcium-activated chloride channel TMEM16A; normalized B-score (activity score, 25-100; higher = stronger inhibition) at 10 µM; HEK293 TMEM16A/YFP iodide influx fluorescence, ionomycin; 1.2% of 310,000 active; Q8BHY3; AID 588511;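 active = ratio plate-corrected score three or more library SD toward inhibition, starting fluorescence score within five deviations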;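 also: score derived from kinetic fluorescence span divided by baseline fluorescence per well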
# HDAC3 inhib: inhibitors of human histone deacetylase 3 | 0.15% of 320,000 active | inhibition, % at 8.3 µM | O15379 | recombinant HDAC3, fluorogenic peptide/trypsin coupled, fluorescence; in the data active = inhibition above about 26%, passing the limit was not always enough
# Target sequence (O15379 whole entry, looked up): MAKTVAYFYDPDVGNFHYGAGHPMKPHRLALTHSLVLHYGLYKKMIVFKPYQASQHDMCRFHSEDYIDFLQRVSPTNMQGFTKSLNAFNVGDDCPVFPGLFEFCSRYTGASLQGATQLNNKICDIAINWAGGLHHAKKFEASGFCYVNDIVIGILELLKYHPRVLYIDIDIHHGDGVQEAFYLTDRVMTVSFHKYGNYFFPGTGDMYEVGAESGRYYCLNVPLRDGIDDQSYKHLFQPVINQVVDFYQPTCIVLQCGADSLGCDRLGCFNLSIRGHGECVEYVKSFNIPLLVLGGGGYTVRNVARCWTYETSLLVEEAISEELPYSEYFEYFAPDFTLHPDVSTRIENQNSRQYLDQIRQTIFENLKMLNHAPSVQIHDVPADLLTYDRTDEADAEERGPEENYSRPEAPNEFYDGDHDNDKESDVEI
# TRPC6 activator: activates the mouse TRPC6 cation channel | B-score at 10 µM | Q61143 | 0.13% of 310,000 active | HEK293-TRPC6 membrane potential dye fluorescence; hits give high values;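 active = B-score of the integrated fluorescence ratio above library mean plus 3 SD, and starting fluorescence ratio within library mean plus 5 SD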;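 also: higher score means more depolarization so channel activation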
# MrgX1 PAM: allosterically activates human MrgX1 receptor signaling; 0.63% of 310,000 active; Q96LB2; MrgX1-HEK293, Fluo-4 calcium flux, FDSS; hits give high values; AID 588675; B-score at 10 µM;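 active = plate-corrected calcium response at least 3 library SD above typical, normal starting fluorescence, not activating the receptor alone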;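 also: compound read alongside a low EC10 to EC30 dose of BAM8-22 agonist; peak minus trough fluorescence over baseline measured at the second addition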
# MrgX1 agonist: human MrgX1 receptor agonism, primary screen | MrgX1-HEK293 cells, Fluo-4 calcium fluorescence, agonist mode; hits give high values | B-score at 10 µM | 0.44% of 310,000 active | AID 588627;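 active = calcium response B-score plate-corrected fluorescence ratio at least 3 library SD, with starting fluorescence B-score inside 5 SD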
#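 Material: HEK293 cells stably expressing human MrgX1 receptor | Quantity: 15,000 cells per well | Times: Cells plated overnight, dye loaded 0.5 h 37 °C, 0.5 h room temperature | Measured by: Kinetic Fluo-4 NW fluorescence of intracellular calcium | Control set: Positive and negative controls per plate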
# SKKanGAS inh: inhibitors of SKKanGAS S. pyogenes growth in kanamycin (SK-promoter or general growth effect). BacTiter-Glo, 6 h. inhibition, % at 7.5 µM. 1.3% of 300,000 active. AID 1662;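 active = mean replicate score, as percent of positive control median, at least 50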;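 also: strain carries kanamycin resistance gene driven by streptokinase promoter and grows in 40 µg/ml kanamycin; loss of luminescence reflects streptokinase promoter inhibition or plain growth inhibition; 0% = median of DMSO wells and 100% = positive control at its reference dose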
# ANO1 activ: mouse TMEM16A channel activation, primary screen | Q8BHY3 | B-score at 10 µM | 0.3% of 340,000 active | HEK293 TMEM16A/YFP-H148Q/I152L, iodide quench fluorescence; hits give low values;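 active = fluorescence-ratio B-score plate-corrected deviation score at least 3 library SD below zero, with starting fluorescence score within 5 deviations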;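 also: channel opened by trigger with iodide after compound preincubation; score built on the fluorescence ratio of max minus min over baseline; more negative score means more quench and so TMEM16A activation or potentiation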
# The depositor's hits bear a star; i = inactive; · = not tested or not shown. Outcome played no part in choosing rows; overall some 6.7% were active at least once.
SMILES,RGS4 act,RGS4 inh,TRPC6 inhibitor,MrgX1 antag,ANO1 block,HDAC3 inhib,TRPC6 activator,MrgX1 PAM,MrgX1 agonist,SKKanGAS inh,ANO1 activ
COc1ccc2oc(C(=O)OCC(=O)NCC3CCCO3)c(C)c2c1 (stereo not drawn),i,i,i,i,i,-16,i,i,i,-14,i
CCc1ccccc1NC(=O)CSc1nnc([C@@H](NC(=O)OC(C)(C)C)C(C)C)o1,i,i,i,i,i,9,i,i,i,2,i
COc1ccc(/C=C/C(=O)OCC(=O)Nc2ccc(Cl)cn2)cc1,i,i,i,i,i,6,i,i,i,9,i
O=C(COCc1cc(-c2ccco2)on1)NC1CCCCC1,i,i,i,i,i,1,i,i,i,1,i
Cc1ccc(C(=O)n2nnc3ccccc32)cc1,i,i,i,i,i,97*,i,i,i,-5,·
Clc1ccc(CSc2nnc(-c3c[nH]c4ccccc34)o2)cc1,i,i,i,i,i,2,i,i,i,-14,i
CN(CC(=O)Nc1ccccc1Cl)C(=O)Cn1cc(C(F)(F)F)cc(Cl)c1=O,i,i,i,i,i,8,i,i,i,-2,i
COC(=O)c1sccc1S(=O)(=O)Nc1ccc(N2CCCCC2)cc1,i,i,i,i,i,5,i,i,i,-10,i
O=C1CC(c2ccc3c(c2)OCO3)c2cc3c(cc2N1)OCO3 (stereo not drawn),i,i,i,i,i,1,i,i,i,1,i
CCOc1ccc(/C=C2\CCc3ccccc3C2=O)cc1,i,i,i,i,i,·,i,i,i,8,i
COc1ccc2nc(Nc3nc(C)c(C(C)=O)s3)sc2c1,i,i,i,i,i,3,i,i,i,56*,i
COc1cccc(N2CC(C(=O)Nc3ccc(F)cc3)CC2=O)c1 (stereo not drawn),i,i,i,i,i,4,i,i,i,3,i

# Rewritten as tab-separated lines: 2 of the compounds above.
SMILES	RGS4 act	RGS4 inh	TRPC6 inhibitor	MrgX1 antag	ANO1 block	HDAC3 inhib	TRPC6 activator	MrgX1 PAM	MrgX1 agonist	SKKanGAS inh	ANO1 activ
COc1ccc2nc(Nc3nc(C)c(C(C)=O)s3)sc2c1	i	i	i	i	i	3	i	i	i	56*	i
CCOc1ccc(/C=C2\CCc3ccccc3C2=O)cc1	i	i	i	i	i	·	i	i	i	8	i

# (cont.)
SMILES,RGS4 act,RGS4 inh,TRPC6 inhibitor,MrgX1 antag,ANO1 block,HDAC3 inhib,TRPC6 activator,MrgX1 PAM,MrgX1 agonist,SKKanGAS inh,ANO1 activ
Oc1ccc(-c2cn3c(n2)SCC3)cc1O,i,i,i,i,i,-5,i,i,i,3,i
COc1ccc(NC(=O)CSc2nc(SC)ns2)c(OC)c1,i,i,i,i,i,6,i,i,i,-18,i
CCOC(=O)c1sc(NC(=O)C2CC2)nc1C,i,i,i,i,i,1,i,i,i,-2,i
N#Cc1c(/N=C/N2CCOCC2)sc2c1CCCCC2,i,i,i,i,i,6,i,i,i,2,i
O=C(Nc1cc(N2CCOCC2)ncn1)Nc1cccc2ccccc12,i,i,i,i,i,0,i,i,i,6,i
CC(C)NC(=O)c1ccc(-c2cccc(C(F)(F)F)c2)o1,i,i,i,i,i,7,i,i,i,-7,i
COc1cc(NC(=O)c2ccccc2)c(OC)cc1NC(C)=O,i,i,i,i,i,-9,i,i,i,6,i
CC(C)C[C@@H](CN(N=O)[C@@H](Cc1ccccc1)CN(C)N=O)N(CCc1ccccc1)N=O,i,i,i,i,i,15,i,i,i,14,i
CCn1c(-c2ccc(OC)c(OC)c2)n[nH]c1=S,i,i,i,i,i,2,i,i,i,-1,i
COc1ccc(NC(=O)c2cccc(N3C(=O)c4cccc([N+](=O)[O-])c4C3=O)c2)cc1,i,i,i,i,i,·,i,i,i,1,i
Cc1cc(C)cc(NC(=O)Nc2ccc(-n3ccc(C(F)(F)F)n3)cc2)c1,i,i,i,i,i,5,i,i,i,1,i
COc1ccccc1NC(=O)N(Cc1ccco1)Cc1cc2c(C)ccc(C)c2[nH]c1=O,i,i,i,·,·,·,i,·,·,13,i
Cc1ccc(NC(=O)CCC(=O)NNC(=O)c2ccccc2Cl)c(C)c1,i,i,i,i,i,-2,i,i,i,0,i
Cc1cc(NC(=O)c2cccc(S(=O)(=O)N3CCCCCC3)c2)n(-c2ccccn2)n1,i,i,i,i,i,1,i,i,i,-2,i
Cc1ccc(C(=O)Cn2cnc3ccccc3c2=O)cc1,i,i,i,i,i,-3,i,i,i,·,i
O=C(NNc1nc2cc3c(cc2s1)OCCO3)c1ccccc1,i,i,i,i,i,5,i,i,i,1,i
O=C(NC1CCSc2ccccc21)c1cccc(OC(F)F)c1 (stereo not drawn),i,i,i,i,i,-5,i,i,i,0,i
CCN(Cc1cc2cccc(C)c2[nH]c1=O)C(=O)c1ccccc1OC,i,i,i,i,i,1,i,i,i,-4,i
Nc1nonc1-n1nnc(C(=O)N/N=C/c2cccc(O)c2)c1CN1CCCC1,i,i,i,i,i,3,i,i,i,·,i
Cc1ccc(S(=O)(=O)N2CCC(=O)N(CCOCc3ccccc3C)CC2)cc1,i,i,i,i,i,-5,i,i,i,0,i
COc1ccc(-c2cc(-c3ccc(Cl)cc3)c(C#N)c(SCC(=O)O)n2)cc1,i,i,i,-5.9*,i,-15,i,i,i,49,i
Cc1ccc(C2C(/C=C3/SC(=S)NC3=O)=C(c3cccs3)Oc3ccccc32)cc1 (stereo not drawn),i,i,i,i,i,-7,i,i,i,113*,i
C=C(C)C(=O)Nc1cccc(C2=NOC3(C2)C[C@@H](C(N)=O)N(C(=O)c2cc([N+](=O)[O-])cc([N+](=O)[O-])c2)C3)c1 (stereo partly drawn),i,i,i,i,i,5,i,i,i,2,i
COc1cccc(-n2c(=O)[nH]cc(C(=O)Nc3ccc(NC(C)=O)cc3)c2=O)c1,i,i,i,i,i,-10,i,i,i,-3,i
COc1ccc(NS(=O)(=O)c2coc(C(N)=O)c2)cc1Cl,i,i,i,i,i,-4,i,i,i,-8,i
Cc1cccc(-c2oc3ccc(-c4ccc5c(c4)OCO5)cc3c2C(=O)OCc2ccc(O)cc2)c1,i,i,i,i,i,-14,i,i,i,13,i
Cn1c2ccccc2c(=O)c2ccc(-c3ccc4c(c3)OCO4)cc21,i,i,i,i,i,9,i,i,i,21,i
CCCn1c(C(O)c2ccc(OC)cc2)nc2ccccc21 (stereo not drawn),·,·,·,i,i,4,·,i,i,·,i
CCOC(=O)/C(C#N)=C/c1ccc(-c2ccsc2C(=O)OC)o1,i,i,i,i,i,-2,i,i,i,0,i
CCOc1cc(/C=N/NC(=O)CSc2nnc(C)s2)ccc1OCc1ccccc1Cl,i,i,i,i,i,8,i,i,i,-8,i
CC(C)CCN(C(=O)CCSc1ccc(F)cc1)c1c(N)n(Cc2ccccc2)c(=O)[nH]c1=O,i,i,i,i,i,1,i,i,i,-4,i
CCOC(=O)C1=C(C)NC(=O)NC1c1ccc(OC(C)C(=O)O)c(OC)c1 (stereo not drawn),i,i,i,i,i,-6,i,i,i,-4,i
CCOc1ccc2nc(SCC(=O)NCc3ccc(OC)c(OC)c3)[nH]c2c1,i,i,i,i,i,0,i,i,i,-8,i
CCc1c(C)c(C#N)c2nc3ccccc3n2c1NCCN(C)C,i,i,-9.5*,i,i,-6,i,i,i,1,i
COCCNC(=O)C1CCC(=O)N(c2ccc(OC)cc2)C1c1ccc(OC)c(OC)c1 (stereo not drawn),i,i,i,i,i,1,i,i,i,3,i
Cc1cc(C)c2c(n1)SCC(=O)N2CC(=O)Nc1ccc(C)c(C)c1,i,i,i,i,i,·,i,i,i,-1,i
O=C(CNC(=O)c1cccc(Br)c1)N/N=C/c1cn[nH]c1-c1ccccc1,i,i,i,i,i,0,i,i,i,0,i
COc1ccc(Cc2cnc(N)s2)cc1,i,i,i,-12*,i,1,i,i,i,-3,i
NNC(=S)Nc1ccc(S(=O)(=O)N2CCOCC2)cc1,i,i,i,i,i,·,i,i,i,5,i
CC(=O)Nc1ccccc1OC(=O)N1CCOCC1,i,i,i,i,i,·,i,i,i,2,i
O=C(/N=C1\NC(=O)C(F)(C(F)(F)F)S1)NC1CCCCC1 (stereo not drawn),i,i,i,i,i,4,i,i,i,4,i
Cc1cccc2c(C(=O)Nc3ccc(Br)cc3)cc(-c3ccccn3)nc12,i,i,i,i,i,1,i,i,i,-2,i
Cc1ccc(CNC(=O)C2CCN(S(=O)(=O)N3CCOCC3)CC2)cc1,i,i,i,i,i,6,i,i,i,-8,i
COc1ccc(C(=O)CSc2nnc(NC(=O)C3CC(=O)N(c4cccc(OC)c4)C3)s2)cc1 (stereo not drawn),i,i,i,i,i,·,i,i,i,12,i
CCC(C)(C)NC(=O)C(c1ccco1)N(C(=O)c1csnn1)c1cccc(F)c1 (stereo not drawn),i,i,i,i,i,-2,i,i,i,6,i
COc1ccc(N2CCN(C(=O)COc3ncnc4ccccc34)CC2)cc1,i,i,i,i,i,-3,i,i,i,3,i
Cc1cccc(C(=O)NNC(=O)c2cccc(C)c2)c1,i,i,i,i,i,9,i,i,i,-7,i
CC(/C=C(\NC(=O)c1ccccc1)C(=O)N=Nc1c(O)[nH]c2ccc(C)cc12)=C\c1ccccc1,i,i,i,i,i,-10,i,i,i,42,i
Cn1c(=O)oc2cc(S(=O)(=O)Nc3ccccc3O)ccc21,i,i,i,i,i,-5,i,i,i,-4,i
O=[N+]([O-])c1cc(S(=O)(=O)c2ccc(N3CCCCC3)c([N+](=O)[O-])c2)ccc1N1CCCCC1,i,i,i,i,i,·,i,i,i,1,i
Cc1cc(C)c2c(=O)[nH]c(SCC(=O)Nc3ccc(N(C)C)cc3)nc2n1,i,i,i,i,i,4,i,i,i,6,i
CCOC(=O)c1cc(-c2ccc(F)cc2)nc2c1c(=O)[nH]c(=O)n2Cc1ccccc1,i,i,i,i,i,-13,i,i,i,6,i
NNC(=O)c1c[nH]c2ccc(OCc3ccccc3)cc12,i,i,i,i,i,-9,i,i,i,-5,i
COc1ccccc1/C=N/NC(=O)CC(=O)NCCc1ccccc1,i,i,i,i,i,0,i,i,i,-2,i
CCN(CC)c1ccc(/C=N/NC(=O)Nc2ccccc2)cc1,i,i,i,i,i,10,i,i,i,16,i
O=C(O)CSCC(=O)N1CCc2c([nH]c3ccccc23)C1C(F)(F)F (stereo not drawn),i,i,i,i,i,2,i,i,i,2,i
COc1cccc(NC(=O)C2CCN(S(=O)(=O)c3ccccc3)CC2)c1,i,i,i,i,i,2,i,i,i,-4,i
O=C(O)CSc1nnc(-c2ccncc2)n1CCc1ccccc1,i,i,i,i,i,-3,i,i,i,12,i

# Screens (PubChem)
